# Akt phos inh: HTS Assay for Inhibitors of Akt Phophorylation: Primary Screen. AID 651550, 2012. hit rate 0.32% among 360,000. activity change, % for hits at 50 µM. Neuro2A IGF-stimulated pAkt S473 HTRF, 20 min; hits give low values; in the data active means activity change below about -80%; inconclusive means mostly about -51% to -80%; further: on the % scale 0 is the no-effect control and ±100 the full control effect
#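 Single-point screen (50 µM final compound) in Neuro2A cells stimulated 20 min with 6 nM IGF at 37 deg C. After lysis, Ser473-phosphorylated Akt read by HTRF (ex 330 nm, em 615/665 nm) as the 665/615 ratio.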
# EPAC2 antag: qHTS for Antagonist of cAMP-regulated guanine nucleotide exchange factor 2 (EPAC2): primary screen; Rap guanine nucleotide exchange factor 4 (Homo sapiens), Q8WZA2; EPAC2 GEF exchange of Rap1B-BODIPY-GDP, fluorescence; Potency, µM (titrated, usually from 114 µM), without a hit: at the top dose activity, negative = inhibition, usual class: inhibitors; hit rate 0.18% among 360,000; further: potency means the concentration at half of the fitted maximal effect; on the % scale 0 is the no-effect control and ±100 the full control effect; nearly all actives have a fitted effect of over 45% in size; many of its hits are not listed in these tables
# CCT chaperon mod: High-Throughput Screening for Modulators of Cytosolic Chaperonin Activity; purified chaperonin ATPase assay, HTRF ADP detection, 30 min; activity change, % (test concentration not listed), hits read low; hit rate 0.3% among 360,000; in the data active means activity change below about -30%; further: on the % scale 0 is the no-effect control and ±100 the full control effect
#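 TRiC (40 or 20 nM final, by batch activity) in 30 mM Tris pH 7.4, 100 mM KCl, 5 mM MgCl2, 1 mM DTT was treated with compound at 76 uM single dose, then 10 uM ATP, 30 min at 37 °C. ADP was read by HTRF Transcreener.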
# PTHR1 ag: qHTS for PTHR1 Agonists: Primary Screen; hit rate 0.075% among 410,000; AID 743266, 2014; Potency, µM (doses to about 115 µM), for the others: at the highest dose activation, hits mostly activators; Parathyroid hormone/parathyroid hormone-related peptide receptor (Homo sapiens), Q03431; HEK293 GP2 PTHR1 cells, GloSensor cAMP luminescence, 1 h; further: potency means the concentration at half of the fitted maximal effect; nearly all actives have a fitted effect of over 55% in size; some results filed as inactive show a strong effect at the top dose; inactives centre near -15; many of its hits are not listed in these tables
# Target sequence (Q03431 whole entry, looked up): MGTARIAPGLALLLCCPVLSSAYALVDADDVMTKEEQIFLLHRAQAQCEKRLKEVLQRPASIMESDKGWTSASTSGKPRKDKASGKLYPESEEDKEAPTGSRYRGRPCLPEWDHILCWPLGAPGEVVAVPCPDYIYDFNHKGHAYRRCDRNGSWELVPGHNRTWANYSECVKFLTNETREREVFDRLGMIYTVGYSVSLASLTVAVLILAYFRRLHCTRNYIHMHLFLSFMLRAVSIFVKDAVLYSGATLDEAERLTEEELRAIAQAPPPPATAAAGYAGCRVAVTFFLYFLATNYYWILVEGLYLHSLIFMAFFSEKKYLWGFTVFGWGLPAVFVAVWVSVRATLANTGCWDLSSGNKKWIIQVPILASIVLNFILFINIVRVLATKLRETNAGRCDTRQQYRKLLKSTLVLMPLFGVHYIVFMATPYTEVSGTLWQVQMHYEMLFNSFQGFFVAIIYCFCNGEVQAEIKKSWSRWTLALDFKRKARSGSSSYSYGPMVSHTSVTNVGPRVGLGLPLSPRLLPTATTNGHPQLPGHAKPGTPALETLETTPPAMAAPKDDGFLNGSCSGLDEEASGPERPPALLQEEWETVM
#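 HEK-293-derived GP2 cells expressing PTHR1 and a GloSensor cAMP reporter, 3,000/well, plated overnight, given luciferin plus IBMX (each 0.5 mM as added) for 1 h at 37 °C, then compound for 1 h at 37 °C. Luminescence was read after 15 min at room temperature.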
# MmCpn inh: Inhibitors of TCP-1 ring complex (TRiC) of Methanococcus maripaludis (MmCpn): qHTS | purified Mm-Cpn ATPase, ADP Transcreener TR-FRET | Potency, µM (doses to about 76.9 µM), without a hit: at the top dose activity, negative = inhibition, usual class: inhibitors | hit rate 0.031% among 330,000 | AID 504842, 2011; further: potency means the concentration at half of the fitted maximal effect; on the % scale 0 is the no-effect control and ±100 the full control effect; nearly all actives have a fitted effect of over 80% in size
#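 ATPase read-out: TR-FRET ADP immunoassay (anti-ADP Eu cryptate vs ADP-d2), ex 320 nm, em 590/665 nm; signal drops as ADP forms. Enzyme 25 nM, ATP 10 uM, 30 min at 37°C after 10 min compound preincubation.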
# DRD3 antagonist: qHTS of D3 Dopamine Receptor Antagonist: qHTS | D(3) dopamine receptor (Homo sapiens), P35462 | hit rate 2.5% among 360,000 | AID 652054, 2013 | max response, negative = inhibition, % | D3R cells, DiscoveRx beta-arrestin luminescence, antagonist mode; hits give low values; in the data active means max response below about -50%; inconclusive means no clear call, values can overlap the other calls; further: on the % scale 0 is the no-effect control and ±100 the full control effect; mostly tested at two doses, the higher about 12 µM
# Target sequence (P35462 whole entry, looked up): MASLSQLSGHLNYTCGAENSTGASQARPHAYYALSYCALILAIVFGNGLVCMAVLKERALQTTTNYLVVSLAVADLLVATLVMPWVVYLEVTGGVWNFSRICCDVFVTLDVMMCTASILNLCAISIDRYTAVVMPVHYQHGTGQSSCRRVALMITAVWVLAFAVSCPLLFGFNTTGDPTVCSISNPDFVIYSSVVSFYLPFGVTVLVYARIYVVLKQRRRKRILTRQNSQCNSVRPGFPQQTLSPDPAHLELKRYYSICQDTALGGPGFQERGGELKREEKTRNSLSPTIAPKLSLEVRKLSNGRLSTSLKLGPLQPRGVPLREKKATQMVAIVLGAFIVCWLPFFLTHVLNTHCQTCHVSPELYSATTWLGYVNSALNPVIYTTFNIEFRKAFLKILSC
#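 Cells expressing the human receptor were seeded at 1500 cells/well, incubated overnight at 37 degrees C in 5% CO2, then exposed to library compounds with dopamine controls for 90 minutes at 37 degrees C before luminescent detection.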
# EPAC2 ag: qHTS for Agonist of cAMP-regulated guanine nucleotide exchange factor 4 (EPAC2): primary screen | Potency, µM (top dose mostly 154 µM), for inactives: at the top dose activation, usual class: activators | Rap guanine nucleotide exchange factor 4 (Homo sapiens), Q8WZA2 | AID 720711, 2013 | hit rate 0.079% among 360,000 | EPAC2 activation, biochemical qHTS; response scale: 100% = 6.5 mM cAMP response; further: potency means the concentration at half of the fitted maximal effect; nearly all actives have a fitted effect of over 50% in size
#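 Guanine nucleotide exchange by EPAC2 is measured as reduced fluorescence of BODIPY-GDP once it is released from 250 nM Rap1B. Plates are read kinetically for 30 min at room temperature; results are scaled to 6.5 mM cAMP.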
# DRD3 agonist: qHTS of D3 Dopamine Receptor Agonist: qHTS; D(3) dopamine receptor (Homo sapiens), P35462; max activation, %; AID 652048, 2013; hit rate 0.58% among 410,000; D3R DiscoveRx beta-arrestin cells, luminescence, 90 min; in the data active means max activation above about 30%; further: 0% is about no effect; mostly tested at two doses, the higher about 12 µM
#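 Cells at 1500/well, incubated overnight, then treated with pinned compounds (dopamine as control) for 90 min at 37 degrees C. DiscoveRx reagent added for 30 - 60 minutes at room temperature; luminescence read.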
# Numbers without * were called inactive; i = inactive; ? = inconclusive; / = no result given; & = joins results of further samples; [ ] = dose if it differs, or a comment. Unless noted, the call rests on the fitted dose curve; in most records, active means well fitted curve in the direction sought with a large enough effect; inconclusive means small, poorly fitted or top-dose-only effect, or another doubt; inactive means no such curve, though single readings can be large; an effect the other way counts as inactive or inconclusive. This is a subset (hit frequency here may not be typical).
SMILES,Akt phos inh,EPAC2 antag,CCT chaperon mod,PTHR1 ag,MmCpn inh,DRD3 antagonist,EPAC2 ag,DRD3 agonist
CC1(C)Oc2cc3oc(-c4cc(O)cc(O)c4)cc3cc2CC1O (centres undefined),i,4%,-1.6,-56%[inhibitor],/,-16,7%,-13
O=C(O)CCCC(=O)Nc1ccc(C(=O)N2CCCCC2)c(Cl)c1,i,0%,2.9,i,1%,6,-5%,-2
CCOc1ncccc1C(=O)Nc1ccc(S(=O)(=O)Nc2cc(C)nc(C)n2)cc1,i,-6%,1.0,-15%,-1%,0,1%,8
Cc1nc2n[nH]c(N)c2c2c1COC(C)(C)C2,i,-5%,-17,i,-1%,?,3%,10
CCOC(=O)Cn1c(CN2CCN(C(=O)c3ccco3)CC2)nc2c1c(=O)n(C)c(=O)n2C,i,-8%,-1.1,-23%,2%,19,-6%,-5
O=C(NCc1ccccc1)NC(=O)c1ccncc1,i,4%,-2.5,-8%[57.5 µM],0%,-19,7%,-4
COc1cc(Cn2c3ccc(NC(=O)NCc4ccc(F)cc4)cc3c(=O)n2C)ccc1F,i,6%,-1.4,i,/,-18,7%,3
N/C(=N\OS(=O)(=O)c1ccc(Cl)cc1)c1ccncc1,i,-1%,1.8,-7%,0%,-28,6%,-1
CCc1nnc(NC(=O)CSc2nnc(-c3ccco3)n2C)s1,i,10%,-1.0,i,1%,-18,-8%,15
CCN(Cc1ccccc1)S(=O)(=O)c1ccc(C(=O)Nc2nnc(C)o2)cc1,i,-15%,-2.1,-3%,2%,4,14%,1
CCOC(=O)c1cnc2c(Cl)c(Cl)ccc2c1N1CCN(C)CC1,i,1%,0.9,-2%,-1%,-12,-6%,-1
COc1ccc(-c2c(C(=O)c3ccccc3)[nH]c(N)c2C(=O)c2ccccc2)cc1OC,i,-13%,-0.6,-33%[inhibitor],/,-67*,0%,-10
Cc1nnc2ccc(-c3ccc(NS(=O)(=O)c4ccc(Cl)s4)cc3)nn12,i,-4%,1.4,-9%,-4%,2,6%,0
COc1ccc(CCNC(=O)c2ccc3c(c2)S(=O)(=O)N=C2CCCCCN23)cc1,i,-4%,-1.3,-22%,2%,-1,6%,-11
O=C(Cc1csc(-c2ccccc2)n1)NCC(=O)Nc1ccc(F)c(F)c1F,i,0%,-0.1,-29%,-3%,10,3%,10
Cc1cc(NC(=O)CCC(=O)N(CC2CCCO2)C(C(=O)NC2CCCC2)c2ccccc2C)no1 (centres undefined),i,4%,-1.8,-5%[57.5 µM],/,?,-6%,1
COc1ccc(S(=O)(=O)N2CCOCC2)cc1NC(=O)c1cc2c(s1)CCCC2,i,1%,-1.1,i,-1%,-7,-5%,-4
CCCN1CCCc2cc(CN(CCCN3CCOCC3)C(=O)Nc3ccc(OCC)cc3)ccc21,i,-4%,-1.3,i,-15%,?,6%,-8&-11
COC(=O)c1ccccc1NC(=O)CCS(=O)(=O)c1ccc(Br)cc1,i,6%,-0.4,i,-1%,31,-1%,5
CCOC(=O)[C@@H]1[C@H]2COc3ccc(Br)cc3[C@@H]2N2C(=O)N(c3ccc(OC)cc3)C(=O)[C@@]12C,i,-6%,-2.5,-24%,-2%,14,18%,0
O=C(Nc1ccc(F)cc1Cl)C1=COCCO1,i,-5%,2.5,9%,0%,7,7%,1
COC(=O)c1c(/N=C/N(C)C)sc2c1CCN(c1ncc(C(F)(F)F)cc1Cl)C2,i,-15%,-0.3,13%[57.5 µM],-3%,9,-21%,7
Cc1cccc(C(=O)O)c1NC(=O)c1ccc(F)cc1,i,-3%,-20,i,2%,11,-1%,-1
CC(C)CCn1c(N2CCC(C(N)=O)CC2)nc2c1c(=O)[nH]c(=O)n2C,i,5%,-3.3,i,0%,-15,-3%,-5
O=C(NCC(=O)N1CCC(N2CCCCC2)CC1)C1CCCCC1,i,8%,-2.8,i,2%,23,6%,4

# Nothing new here: entries from further up.
SMILES,Akt phos inh,EPAC2 antag,CCT chaperon mod,PTHR1 ag,MmCpn inh,DRD3 antagonist,EPAC2 ag,DRD3 agonist
CC1(C)Oc2cc3oc(-c4cc(O)cc(O)c4)cc3cc2CC1O (centres undefined),i,4%,-1.6,-56%[inhibitor],/,-16,7%,-13
O=C(O)CCCC(=O)Nc1ccc(C(=O)N2CCCCC2)c(Cl)c1,i,0%,2.9,i,1%,6,-5%,-2
CCOc1ncccc1C(=O)Nc1ccc(S(=O)(=O)Nc2cc(C)nc(C)n2)cc1,i,-6%,1.0,-15%,-1%,0,1%,8
Cc1nc2n[nH]c(N)c2c2c1COC(C)(C)C2,i,-5%,-17,i,-1%,?,3%,10
CCOC(=O)Cn1c(CN2CCN(C(=O)c3ccco3)CC2)nc2c1c(=O)n(C)c(=O)n2C,i,-8%,-1.1,-23%,2%,19,-6%,-5
O=C(NCc1ccccc1)NC(=O)c1ccncc1,i,4%,-2.5,-8%[57.5 µM],0%,-19,7%,-4
COc1cc(Cn2c3ccc(NC(=O)NCc4ccc(F)cc4)cc3c(=O)n2C)ccc1F,i,6%,-1.4,i,/,-18,7%,3
N/C(=N\OS(=O)(=O)c1ccc(Cl)cc1)c1ccncc1,i,-1%,1.8,-7%,0%,-28,6%,-1
CCc1nnc(NC(=O)CSc2nnc(-c3ccco3)n2C)s1,i,10%,-1.0,i,1%,-18,-8%,15

# (listing goes on)
SMILES,Akt phos inh,EPAC2 antag,CCT chaperon mod,PTHR1 ag,MmCpn inh,DRD3 antagonist,EPAC2 ag,DRD3 agonist
COCCn1cnnc1SCC(=O)Nc1cccc(S(=O)(=O)N2CCCCC2)c1,i,-5%,0.4,i,0%,10,6%,-5
CCc1nc2ccc(C(=O)Nc3cccc(NS(C)(=O)=O)c3)cn2c1N(C)Cc1nccn1C,i,-7%,0.7,-22%,/,11,2%,4
COCCN1CCN(C(=O)c2cc(COc3ccc(Cl)cc3OC)on2)CC1,i,19%,-0.2,i,0%,5,1%,-1
O=C(NC(=S)N1CCN(c2ccc(F)cc2)CC1)c1ccccc1,i,3%,-0.5,-22%,/,-30,10%,-12
COc1ccccc1N1CCN(C(c2cccs2)c2nnnn2C2CCCC2)CC1 (centres undefined),i,-12%,-4.8,8%[57.5 µM],1%,14,15%,-13
CCOc1ccc(N(CC(=O)Nc2cc(C)cc(C)c2)S(C)(=O)=O)cc1,i,-23%,-1.7,-17%,-2%,13,0%,4
Cc1cnc(CNC(=O)c2csc(COCCO)n2)cn1,i,0%,1.7,i,/,18,7%,12
COC(=O)CN(c1ccc(F)cc1)S(=O)(=O)c1ccc2c(c1)OCCO2,/,8%,0.2,?,1%,-16,10%,-5
COc1ccc(Cl)cc1NC(=O)CSc1ncnc2c1oc1ccccc12,i,-2%[57.1 µM],-0.3,-19%,0%,-1,7%,3
CCOc1ccc(C2C(C(=O)Nc3ccc(F)cc3)=C(C)Nc3nc(CCCO)nn32)cc1 (centres undefined),i,1%,-1.7,-13%,0%,6,5%,-1
Cc1ccc(-n2c(N)c(C(=O)N3CCOCC3)sc2=S)cc1,i,0%,-1.4,i,0%,10,-8%,5
Cc1cccc(N=C2NC(=O)S/C2=C\c2ccco2)c1,i,-1%,1.9,-16%,-4%,-18,4%,-12
CCOC(=O)C(C)(C)Oc1ccc(Cl)cc1,i,-17%,-0.8,-28%,-15%,4,4%,-8&7
CCN1C(=O)c2cccc3c(NC(=O)c4ccc(S(=O)(=O)N(C)C)cc4)ccc1c23,i,8%,-0.7,-21%,-11%,11,17%,5
O=C1C(=O)N(CCS(=O)(=O)c2ccccc2)c2ccc(Cl)cc21,i,-7%,-0.2,0%,0%,-75*,-2%,-23
CC(C)(C)OC(=O)N1Cc2ccccc2C[C@H]1C(=O)O,i,7%,1.1,i,-1%,9,4%,2
COc1ccc(NC(=O)CN(C)C(=O)c2ccc(C)c(S(=O)(=O)N3CCCCC3)c2)cc1,i,0%,-0.4,-51%[inhibitor],/,20,0%,2
Cc1cccc2c1NC(=O)C2=Nc1ccc(Cl)cc1,i,-1%,1.8,i,-2%,-14,2%,-10
CCN(CC)S(=O)(=O)c1ccc(=O)n(CC(=O)N2Cc3ccccc3CC2C(N)=O)c1 (centres undefined),i,-2%,-4.8,i,1%,0,12%,3
C#CCSc1nnc(-c2ccc(C)cc2)o1,i,-6%,1.5,-11%[57.5 µM],-2%,1,0%,3
Cc1cccc(-c2noc(CCC(=O)NC3CCCCC3)n2)c1,i,-4%,-3.1,-30%,-1%,2,4%,1
COc1ccccc1C(=O)Nc1ccccc1N1CCN(S(C)(=O)=O)CC1,i,-5%,-1.8,i,-14%,51,4%,1
Cc1nc(N2CCN(c3ccccn3)CC2)c2c(C)c(C(=O)Nc3ccccc3F)sc2n1,i,3%,-1.2,-27%,0%,15,10%,7
Cc1cccc(NC(=S)NNC(=O)c2ccccc2OC(F)F)c1,i,-4%,-3.7,-3%,-4%,?,-6%,-10
O=P(c1ccccc1)(c1ccccc1)c1cc(S(=O)(=O)O)ccc1O,i,4%,-1.6,-10%,-1%,3,-3%,18
CCOC(=O)c1sc(NC(=O)C2CSC3(C)CCC(=O)N23)nc1C (centres undefined),i,-3%,1.0,i,2%,-5,-1%,0

# Screens as filed in PubChem BioAssay.
